# PAFAH1B2 inh – blocks human PAF acetylhydrolase 1b catalytic subunit 2; recombinant PAFAH1B2, FP-rhodamine activity probe, fluorescence polarization; P68402; AID 492953; actives 1.2% (n = 340,000); inhibition, % at 3.39 µM;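 active = inhibition above the mean of all tested compounds plus 3 SD, cut at about 24% in these data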;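 also: 0% = enzyme with DMSO and 100% = wells lacking PAFAH1B2; many of its hits are not listed in these tables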
# Target sequence (P68402 whole entry, looked up): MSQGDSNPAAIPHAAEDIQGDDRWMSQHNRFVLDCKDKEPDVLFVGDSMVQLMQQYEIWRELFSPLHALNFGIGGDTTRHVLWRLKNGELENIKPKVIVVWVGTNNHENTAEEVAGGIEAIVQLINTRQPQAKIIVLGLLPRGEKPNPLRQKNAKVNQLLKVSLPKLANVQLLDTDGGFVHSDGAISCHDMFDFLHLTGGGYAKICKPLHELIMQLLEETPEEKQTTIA
# pPAFAH inh – inhibitors of human plasma PAF acetylhydrolase (pPAFAH); recombinant pPAFAH, FP-rhodamine probe fluorescence polarization; inhibition, % at 3.39 µM; Q13093; actives 1.5% (n = 330,000);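 active = inhibition above the mean inhibition across the screen plus 3 SD, cut at about 25% in these data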;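 also: inhibitors block binding of the rhodamine activity-based probe so polarization drops; 0% = enzyme with DMSO and 100% = wells lacking pPAFAH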
# Target sequence (Q13093 whole entry, looked up): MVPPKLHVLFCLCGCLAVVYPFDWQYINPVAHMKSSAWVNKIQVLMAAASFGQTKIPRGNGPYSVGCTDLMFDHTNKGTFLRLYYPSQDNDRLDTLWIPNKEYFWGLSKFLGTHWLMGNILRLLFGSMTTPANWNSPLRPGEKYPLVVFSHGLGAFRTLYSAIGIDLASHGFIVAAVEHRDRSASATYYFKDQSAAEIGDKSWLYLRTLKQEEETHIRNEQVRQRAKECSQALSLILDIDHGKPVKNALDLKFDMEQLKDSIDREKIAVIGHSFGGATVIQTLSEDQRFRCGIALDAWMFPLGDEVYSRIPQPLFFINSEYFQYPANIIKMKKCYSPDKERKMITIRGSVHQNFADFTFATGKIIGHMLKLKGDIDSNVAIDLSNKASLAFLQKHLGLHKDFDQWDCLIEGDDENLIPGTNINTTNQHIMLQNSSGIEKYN
# PAFAH1B3 inh – blocks human PAF acetylhydrolase 1B catalytic subunit 3; Q15102; recombinant PAFAH1B3, FP-rhodamine probe, fluorescence polarization; inhibition, % at 3.39 µM; actives 0.28% (n = 340,000); AID 492972;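 active = inhibition above the screen-wide average of all tested compounds plus 3 SD, cut at about 25% in these data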;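 also: 0% = enzyme with DMSO only and 100% = wells lacking PAFAH1B3 protein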
# LYPLA1 counter – counter-screen for PME1 inhibitors: inhibitors of human LYPLA1; actives 0.16% (n = 320,000); inhibition, % at 5.9 µM; AID 2174; O75608; recombinant LYPLA1, FP-Rh probe fluorescence polarization;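 active = inhibition above the mean of all tested compounds plus 3 SD, set per campaign, cut at about 14% in these data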;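 also: inhibitors block serine hydrolase probe labeling of LYPLA1 so polarization falls; 0% = enzyme with DMSO and 100% = wells lacking LYPLA1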
# GSTO1 counter – counter-screen for RBBP9 inhibitors: inhibitors of human GSTO1. P78417. recombinant GSTO1, activity-based probe fluorescence polarization. inhibition, % at 5.96 µM. actives 1.1% (n = 300,000). AID 1974;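 active = inhibition above the campaign mean inhibition plus 3 SD, cut at about 35% in these data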;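 also: 0% = GSTO1-1 with DMSO and 100% = wells lacking GSTO1-1 enzyme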
# Fam108B counter – blocks mouse Fam108B hydrolase in RBBP9 counter-screen. AID 1947. inhibition, % at 9.51 µM. actives 0.33% (n = 300,000). recombinant Fam108B, FP-Rh probe fluorescence polarization;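 active = inhibition above the screen mean inhibition plus 3 SD, computed separately per campaign, cut at about 18% in these data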;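 also: inhibitors lower polarization as less probe binds the enzyme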
# PAFAH2 FP inh – inhibitors of human PAFAH2. inhibition, % at 3.39 µM. actives 0.99% (n = 340,000). Q99487. recombinant PAFAH2, FP-rhodamine activity probe, fluorescence polarization;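 active = inhibition above the mean over all tested compounds plus 3 SD, cut at about 30% in these data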;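 also: inhibitors block probe labeling of enzyme so polarization drops; 0% = enzyme with DMSO and 100% = wells lacking PAFAH2 protein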
# PME-1 inh – PME-1 (human) inhibition | recombinant PME-1, FP-Rh probe fluorescence polarization | Q9Y570 | AID 2130 | actives 0.53% (n = 320,000) | inhibition, % at 5.9 µM;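 active = inhibition above the campaign mean of all compounds plus 3 SD, cut at about 26% in these data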;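 also: competitive labeling of PME-1 active site by serine hydrolase directed probe; 0% = PME-1 with DMSO and 100% = wells lacking PME-1 enzyme; inhibitors block probe labeling so polarization falls and inhibition rises; many of its hits are not listed in these tables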
# Target sequence (Q9Y570 whole entry, looked up): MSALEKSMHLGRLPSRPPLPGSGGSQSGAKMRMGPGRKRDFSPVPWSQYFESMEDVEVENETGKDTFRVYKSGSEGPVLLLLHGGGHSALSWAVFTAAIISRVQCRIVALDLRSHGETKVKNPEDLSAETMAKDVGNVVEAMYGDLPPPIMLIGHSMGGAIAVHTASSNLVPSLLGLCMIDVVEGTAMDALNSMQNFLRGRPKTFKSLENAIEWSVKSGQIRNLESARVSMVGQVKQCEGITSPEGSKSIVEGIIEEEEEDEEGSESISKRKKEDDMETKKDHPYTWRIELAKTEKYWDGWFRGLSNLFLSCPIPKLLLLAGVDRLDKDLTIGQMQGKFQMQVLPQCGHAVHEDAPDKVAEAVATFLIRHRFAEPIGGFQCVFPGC
# PAD4 inh – inhibitors of human PAD4. actives 0.41% (n = 330,000). Q9UM07. AID 485272. recombinant PAD4, RCA probe fluorescence polarization. inhibition, % at 6.36 µM;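 active = percent inhibition above a cutoff equal to the mean of all tested compounds plus 3 SD, cut at about 15% in these data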;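 also: 0% = PAD4 with RCA probe and DMSO and 100% = probe without PAD4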
# The depositor's hits bear a star; / = no result given.
mol	PAFAH1B2 inh	pPAFAH inh	PAFAH1B3 inh	LYPLA1 counter	GSTO1 counter	Fam108B counter	PAFAH2 FP inh	PME-1 inh	PAD4 inh
Cc1ccc(S(=O)(=O)Nc2nc3c(s2)C(=O)CC(C)(C)C3)cc1	2	-17	3	-2	-23	4	6	-1	-10
O=[N+]([O-])c1cc(CN2CCC(O)CC2)ccc1Cl	5	-6	3	-4	-9	0	-1	-2	-1
O=C1C2C3C=CC(C2C(=O)N1C1CCCCC1)C1C2C(=O)N(C4CCCCC4)C(=O)C2C31 (centres undefined)	-5	-2	7	1	7	-4	3	-1	0
Cc1ccnc(NC2c3ccccc3C(=O)N2Cc2ccccc2Cl)c1 (centres undefined)	4	0	-2	-2	-1	-3	15	-2	2
CCCNC(=O)C1(CC2CC(c3ccccc3)=NO2)CCN(C(=O)C2(C)CC2)CC1 (centres undefined)	-6	6	10	2	1	0	5	0	-5
COc1cccc(CNc2ccc(F)c([N+](=O)[O-])c2)c1O	3	1	5	-2	16	0	4	3	-3
Cc1nc2cncc(Br)c2n1C	-4	-7	-1	-2	0	-5	-4	-3	-1
CCCN(CC1CC1)C(=O)CSc1nnc(-c2ccco2)n1N	/	3	/	0	9	0	/	4	-4
Cn1c(=O)cc(OCCCC(=O)NCCC2=CCCCC2)c2ccccc21	0	3	1	0	-24	5	-4	3	1
COC(=O)c1ccc(N2CCN(C)CC2)c(NC(=O)c2cc3ccccc3o2)c1	7	-2	-2	1	-6	7	6	-1	-6
O=C(Nc1cccc(Cl)c1)c1ccc(NC2=NC3CS(=O)(=O)CC3S2)cc1 (centres undefined)	-1	4	6	-1	1	0	3	-3	-3
O=C(CC1CCCCC1)Nc1ccccc1-c1ccccc1	4	2	-2	-1	-10	1	10	-2	-6
COc1cc(C(=O)NCCC(=O)NCCc2ccc(Cl)cc2)cc(OC)c1OC	6	13	1	-3	-3	-5	-2	-2	-6
COc1ccc(NC(=S)NCc2ccc(Cl)cc2)c(OC)c1	12	-2	11	-2	7	6	3	8	-6
CCOC(=O)C1CCCN(C(=O)c2cc3ncc(Br)cn3n2)C1 (centres undefined)	6	-5	5	-1	3	1	1	-8	-5
CCCc1c(C(=O)Nc2ccc(OC)cc2)cnn1-c1ccccc1	-5	-1	7	6	1	8	12	5	2
Cc1nnc(SCC(=O)N/N=C/c2cc(Cl)c(O)c(Cl)c2)s1	8	10	5	1	2	6	6	-1	-5
O=[N+]([O-])c1[nH]cnc1/C=C/c1ccccc1	7	-2	3	0	-6	1	5	-3	-1
CCOc1cccc(=O)c2c(C)n(Cc3ccco3)c(C)c12	5	33*	1	0	6	1	15	4	-1
COc1ccc(-n2ncc3c(NCCCN4CCOCC4)ncnc32)cc1	-2	5	1	3	-3	-5	1	5	1
O=C(CN1N=C(c2ccccc2)CCC1=O)NCCCN1CCc2ccccc2C1	5	7	0	3	-2	3	-5	2	4
O=C(COC(=O)c1ccccc1O)Nc1cccc(S(=O)(=O)N2CCCC2)c1	6	4	2	-4	/	/	8	9	1
Cc1ccc(S(=O)(=O)C2(C(=O)Nc3nccs3)CC2)cc1	2	6	12	-1	5	3	3	-2	-5
Cc1ccc(-n2nnnc2SCC(=O)NC2CCCc3ccccc32)c(C)c1 (centres undefined)	0	3	-9	0	0	3	-3	7	2
O=CN1N=C(c2ccccc2)CC1c1ccccc1[N+](=O)[O-] (centres undefined)	1	4	6	-1	-1	0	6	4	0
Cc1cccc(-n2ncc3c(NCc4ccccc4)ncnc32)c1	4	7	-2	-6	0	1	-7	-6	2
CC1(C)CC(=O)C=C(NCCN2CCN(C(=O)Nc3ccc(Cl)cc3)CC2)C1	1	0	3	7	1	2	0	-2	-5
C=CCNC(=S)N/N=C(\C)c1cc(OC)c(OC)c(OC)c1	-4	-6	-1	-3	-2	0	4	-7	2
CC(C)C(=O)Nc1ccc(C(=O)NNC(=O)c2cccs2)cc1	1	-3	-5	-1	5	0	-47	-2	-3
COc1cc([C@H]2[C@@H]3CCCC[C@]3(O)CCN2CC(=O)Nc2ccc(C)cc2)ccc1O	1	-1	2	-4	14	5	0	-4	0
CN(C)C(CNC(=O)CCS(=O)(=O)c1ccccc1)c1ccccc1 (centres undefined)	0	4	8	3	1	-2	2	2	5
O=C(CSc1ccccc1C(=O)NCc1ccccc1)NC1CCCCCCC1	5	6	5	-3	1	-3	5	-3	2
COc1ccc(NC2CC(=O)NC2=O)cc1 (centres undefined)	10	-6	4	0	-2	-2	-4	3	-3
O=C(Nc1ccc2oc(-c3ccccc3)nc2c1)c1ccccc1F	3	2	6	0	-8	-3	1	-7	-3
Cc1nc(N)nc(N/N=C/c2ccccc2)n1	1	-5	1	-3	9	-1	-4	4	-2
CCOC(=O)N1CCc2c(sc3ncn(C)c(=O)c23)C1	5	3	5	0	-2	0	1	-1	-4
Cc1ccc(-c2oc3ncnc(N)c3c2-c2ccc(C)cc2)cc1	0	3	6	1	-3	-1	-6	-4	-1
Cc1ccc(S(=O)(=O)N(CC(=O)N2CCC(C(N)=O)CC2)Cc2ccc(F)cc2)cc1	-1	0	2	0	8	-1	3	7	-1
Cc1ccc(C(=O)OCn2ncc(Cl)c(Cl)c2=O)cc1	-1	3	14	-4	45*	-12	4	-12	20*
O=C1c2ccccc2C(=O)N1COc1ccc(S(=O)(=O)N2CCOCC2)cc1[N+](=O)[O-]	8	4	3	3	12	3	4	7	0
CC(C)c1ccc(/C=N/N2CCCCC2)cc1	-6	4	-8	1	7	-4	-4	-6	-8
CC(C)(C)C(=O)CNCC(=O)C(C)(C)C	-7	1	4	1	14	2	8	-1	0
COc1ccc(C2CC(c3cccc(OC)c3OC)n3nnnc3N2)cc1 (centres undefined)	1	-5	15	-5	1	2	-2	6	-4
CCN(CC)C(=O)C(=O)c1cc(C)n(-c2ccc(F)cc2)c1C	1	-3	-3	-2	0	-5	-7	-7	-9
CCCN(CCC)C(=O)Cc1ccc(F)cc1	2	-4	4	-1	2	1	1	-2	-2
COC(=O)c1cc(S(=O)(=O)NCC2CCN(Cc3cc(C)ccc3C)CC2)c[nH]1	-1	-3	4	-1	-7	4	5	2	0
CCCCNC(=O)n1c(SC)nc2ccccc21	6	1	9	-2	-8	-4	2	-4	-6
CCOc1ccc(C)cc1S(=O)(=O)n1ccc(C)n1	2	3	0	1	11	0	11	-6	0
COc1ccc(-c2nc(CS(=O)CC(=O)NC3CCCCCC3)c(C)o2)cc1 (centres undefined)	3	3	1	-2	2	0	-1	-2	-3
O=C(CN1C(=O)NC2(CCCCC2)C1=O)Nc1cccc(S(=O)(=O)N2CCOCC2)c1	4	-6	9	3	-3	5	-4	9	-1
Cc1cc(C)c(NC(=O)Nc2ccccc2)c(Cl)c1	0	2	-5	5	11	1	-1	-1	-3
COc1ccccc1CNS(=O)(=O)c1ccc2c(c1)CCCN2C(C)=O	3	3	4	-2	-4	1	4	-1	-1
O=C(NC(=S)Nc1cnc2ccccc2c1)c1ccccc1	-3	3	9	0	5	1	-1	-7	4
CCOC(=O)c1cc(-c2ccc3c(c2)OCCO3)nc2c1c(C)nn2CCC#N	-5	1	3	-7	-2	3	-3	-2	2
CC(C)N1CCN(Cc2nc3c(s2)CCCC3)CC1CCO (centres undefined)	2	0	2	-1	-2	5	8	5	5
CCOC(=O)C1CCN(S(=O)(=O)c2c(C)[nH]c(C)c2C(=O)N2CCCCC2)CC1	5	3	3	-2	3	0	5	-6	0

# (continued)
mol	PAFAH1B2 inh	pPAFAH inh	PAFAH1B3 inh	LYPLA1 counter	GSTO1 counter	Fam108B counter	PAFAH2 FP inh	PME-1 inh	PAD4 inh
CC(C)(C)C1(O)CC(C(F)(F)F)=NN1C(=O)CCc1ccccc1 (centres undefined)	11	2	5	1	10	-1	-3	6	-2
CCSC1=N/C(=C\c2cccnc2)C(=O)N1c1ccccc1	-5	6	5	-2	4	1	-6	5	-3
CCOC(=O)Cc1csc(NC(=O)CSc2nc(C)cc(=O)[nH]2)n1	-7	-5	-2	-18	-2	-24	-8	-22	-21
Cc1ccc(C(=O)Nc2nnn(C)n2)cc1	1	-1	12	1	-4	0	-3	-2	-2
CC(=O)Nc1ccc(OCC(O)CN2CCN(c3ccc(Cl)cc3)CC2)cc1 (centres undefined)	-2	-1	8	0	-3	2	7	-2	1
COc1ccc(CNC(=O)C[C@H]2C[C@H](C(=O)N3CCCCC3)[C@@]3(CCc4ccccc4)c4[nH]c5cc(-c6ccco6)ccc5c4CCN3C2=O)cc1OC	4	11	5	/	/	/	-6	/	2
Cc1nn(-c2ccccc2)c(NC(=O)C(C)C)c(-c2ccccc2)c1=O	/	4	/	3	6	-1	/	7	-1
O=C(CSc1ncnc2c1cnn2-c1ccccc1)NC1CCCC1	-4	-2	5	3	-13	-4	-2	1	3
Cc1ccc(S(=O)(=O)NCC(=O)Nc2ccc3c(c2)OCCO3)cc1	7	-4	7	-4	-7	-2	-10	-4	-9
COc1ccc(CC(NC(C)=O)C(=O)NC2CCN(c3ncccc3[N+](=O)[O-])CC2)cc1 (centres undefined)	0	1	8	0	3	2	6	2	0
Fc1cccc(Cl)c1CNCc1cccnc1	4	0	16	2	7	-3	2	-4	0
COc1ccc(CNC(=O)C(OC(=O)c2ccco2)c2ccc(OC)cc2)cc1 (centres undefined)	3	0	5	-2	19	1	-5	-1	0
O=C(Cn1c2c(c(-c3ccccc3Cl)cc1=O)CCC2)NCC1CCCO1 (centres undefined)	2	5	-2	2	13	-1	-1	-1	-1
Cc1ccoc1C(=O)NCCNc1ccc(Cl)cc1[N+](=O)[O-]	-1	5	6	-5	-2	2	6	4	1
CN(Cc1ccccc1)C(=O)C1CCN(S(=O)(=O)c2cccc3nonc23)CC1	2	3	2	2	7	8	1	3	2
COc1ccc(CC(=O)N2CCN(S(=O)(=O)c3ccc(Cl)s3)CC2)cc1	5	4	-1	0	/	/	0	7	-2
COc1ccc(NC(=O)COC(=O)C2CC(=O)N(c3ccc(C)cc3)C2)cc1 (centres undefined)	0	6	5	0	12	-1	-1	-4	-1
O=c1cc(N2CCN(c3ccc(F)cc3)CC2)[nH]c(=O)n1C1CCCCC1	6	-1	2	1	2	-1	-5	3	1
CCOCCCNC(=O)C(c1ccc(OC)cc1)N(Cc1cccs1)C(=O)c1ccccc1O (centres undefined)	3	2	-9	-4	-5	-5	-5	-5	-5
OCCN1CCN(C2CCC(c3ccc(F)cc3)c3ccc(F)cc32)CC1 (centres undefined)	3	3	0	-2	-4	1	4	-8	5
COc1ccccc1C1=NNC(=Nc2cccc(S(=O)(=O)N(C)C)c2)SC1	5	2	0	-2	-6	-1	-2	-1	2
CCOc1ccc(CNC(=O)C2CCCN(c3nnc(C)c4c(C)n(-c5ccccc5)nc34)C2)cc1 (centres undefined)	5	3	2	-6	-1	0	-6	11	1
CN(CC(=O)Nc1ccccc1Cl)C(=O)COC(=O)c1ccc(C(F)(F)F)cc1	4	9	-2	-3	/	/	-2	3	1

# Not all compounds are listed. The share of hits here may be higher or lower than overall.
